From PubChem BioAssay
PTHR1 ag: qHTS for PTHR1 Agonists: Primary Screen; AID 743266, 2014; 410,000 tested, 0.075% active; HEK293 GP2 PTHR1 cells, GloSensor cAMP luminescence, 1 h; Potency, µM (titrated, usually from 115 µM), without a hit: at the highest dose activation, actives largely listed as activators; Parathyroid hormone/parathyroid hormone-related peptide receptor (Homo sapiens), Q03431; further: nearly all actives have a fitted effect of over 55% in size; some results filed as inactive show a strong effect at the top dose; inactives centre near -15; many of its hits are not listed in these tables
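HEK-293-derived GP2 cells expressing PTHR1 and a GloSensor cAMP reporter, 3,000/well, plated overnight, given luciferin plus IBMX (each 0.5 mM as added) for 1 h at 37 °C, then compound for 1 h at 37 °C. Luminescence was read after 15 min at room temperature.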
aSyn yeast inh: qHTS of alpha-syn Inhibitors; 370,000 tested, 0.14% active; Yeast expressing alpha-synuclein, growth rescue, BacTiter-Glo, 24 h; Potency, µM (top dose mostly 46.1 µM), without a hit: top-dose growth rescue (activation), usual class: activators; AID 652106, 2013; further: % of control where 0% means no effect; nearly all actives have a fitted effect of over 65% in size
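Galactose-induced alpha-syn yeast (OD600=0.02, raffinose-pregrown) + pinned cpd, 24 hr, 30 deg C; growth by BacTiter-Glo luminescence. Growth restoration scores as activation.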
EPAC2 agonist: qHTS for Agonist of cAMP-regulated guanine nucleotide exchange factor 4 (EPAC2): primary screen; EPAC2 activation, biochemical qHTS; response scale: 100% = 6.5 mM cAMP response; Potency, µM (series often up to 154 µM), inactives show top-dose activation, actives largely listed as activators; 360,000 tested, 0.079% active; Rap guanine nucleotide exchange factor 4 (Homo sapiens), Q8WZA2; AID 720711, 2013; further: nearly all actives have a fitted effect of over 50% in size
Target sequence (Q8WZA2 whole entry, looked up): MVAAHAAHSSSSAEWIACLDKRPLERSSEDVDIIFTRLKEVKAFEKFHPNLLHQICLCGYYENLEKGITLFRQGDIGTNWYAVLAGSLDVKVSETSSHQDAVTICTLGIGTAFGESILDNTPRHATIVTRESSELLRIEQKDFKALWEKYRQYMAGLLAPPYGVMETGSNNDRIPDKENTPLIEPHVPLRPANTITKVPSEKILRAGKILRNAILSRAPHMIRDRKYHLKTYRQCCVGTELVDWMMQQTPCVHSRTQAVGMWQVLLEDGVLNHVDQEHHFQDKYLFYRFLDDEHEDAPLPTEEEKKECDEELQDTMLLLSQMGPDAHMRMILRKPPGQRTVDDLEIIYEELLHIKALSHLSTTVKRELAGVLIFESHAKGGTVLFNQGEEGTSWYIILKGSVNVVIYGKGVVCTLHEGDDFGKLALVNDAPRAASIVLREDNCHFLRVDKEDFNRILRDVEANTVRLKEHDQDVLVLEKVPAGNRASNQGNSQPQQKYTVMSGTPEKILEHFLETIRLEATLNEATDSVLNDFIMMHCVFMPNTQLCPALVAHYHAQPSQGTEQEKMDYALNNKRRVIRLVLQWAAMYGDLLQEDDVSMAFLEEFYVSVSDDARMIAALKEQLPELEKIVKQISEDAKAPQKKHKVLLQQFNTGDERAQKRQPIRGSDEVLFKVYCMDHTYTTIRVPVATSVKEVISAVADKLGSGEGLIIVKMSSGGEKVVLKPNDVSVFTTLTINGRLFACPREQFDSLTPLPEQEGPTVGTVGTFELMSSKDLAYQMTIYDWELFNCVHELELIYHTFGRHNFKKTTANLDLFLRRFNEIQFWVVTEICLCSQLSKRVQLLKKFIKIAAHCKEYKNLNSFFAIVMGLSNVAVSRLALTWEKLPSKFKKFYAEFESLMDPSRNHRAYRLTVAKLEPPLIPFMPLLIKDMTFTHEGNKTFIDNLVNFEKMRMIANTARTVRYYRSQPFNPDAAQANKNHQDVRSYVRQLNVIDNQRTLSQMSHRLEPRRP
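EPAC2 (100 nM) mixed with Rap1B loaded with BODIPY-GDP (250 nM) plus 50 uM unlabeled GDP; compounds pinned in, 5 min RT, then read every 5 min for 30 min (ex 480, em 540 nm). Normalized to cAMP control.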
TDP-43 yeast inh: qHTS of TDP-43 Inhibitors | 410,000 tested, 1.8% active | TDP-43 expressing yeast growth rescue, BacTiter-Glo, 24 h | Potency, µM (titrated, usually from 46.1 µM), without a hit: top-dose growth rescue (activation), hits mostly activators; further: % of control where 0% means no effect; nearly all actives have a fitted effect of over 50% in size
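In this qHTS, compounds that restore growth of yeast expressing TDP-43 appear as activators. Cells (OD600=0.02, galactose medium, raffinose-pregrown) are incubated with compound 24 hr at 30 deg C and growth is quantified by BacTiter-Glo.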
EPAC2 antagonist: qHTS for Antagonist of cAMP-regulated guanine nucleotide exchange factor 2 (EPAC2): primary screen. EPAC2 GEF exchange of Rap1B-BODIPY-GDP, fluorescence. Potency, µM (titrated, usually from 114 µM), inactives show at the top dose activity, negative = inhibition, usual class: inhibitors. 360,000 tested, 0.18% active. AID 720708, 2013; further: on the % scale 0 is the no-effect control and ±100 the full control effect; nearly all actives have a fitted effect of over 45% in size; many of its hits are not listed in these tables
EPAC1 agonist: qHTS for Agonist of cAMP-regulated guanine nucleotide exchange factor 3 (EPAC1): primary screen; EPAC1 agonist qHTS, biochemical assay; response scale: 100% = response to 6.5 mM cAMP; AID 720707, 2013; Potency, µM (highest dose often 154 µM), for inactives: at the top dose activation, usual class: activators; Rap guanine nucleotide exchange factor 3 (Homo sapiens), O95398; 360,000 tested, 0.073% active; further: nearly all actives have a fitted effect of over 60% in size
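EPAC1 100 nM, Rap1B–BODIPY-GDP 250 nM, unlabeled GDP 50 uM; compound titration; 5 min RT; kinetic read ex480/em540 at 5-min intervals ×30 min; data normalized to 6.5 mM cAMP agonist control.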
EPAC1 antag: qHTS for Antagonist of cAMP-regulated guanine nucleotide exchange factor 3 (EPAC1): primary screen. AID 720709, 2013. 360,000 tested, 0.14% active. Rap guanine nucleotide exchange factor 3 (Homo sapiens), O95398. Potency, µM (top dose mostly 115 µM), for inactives: at the highest dose activity change, negative = inhibition, actives largely listed as inhibitors. EPAC1 GEF assay, Rap1b-BODIPY-GDP exchange fluorescence;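 further: plate controls were vehicle for no effect and positive control for full effect; nearly all actives have a fitted effect of over 50% in size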
FUS yeast rescue: qHTS for Suppressors of FUS Proteinopathy: Primary screen using FUS-linked yeast assay | 390,000 tested, 0.24% active | Potency, µM (top dose mostly 76.6 µM), inactives show top-dose growth rescue (activation), usual class: activators | S. cerevisiae FUS-expressing, growth rescue, OD600, 24 h;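 further: plate controls were DMSO vehicle for no effect and reference control for full effect; nearly all actives have a fitted effect of over 55% in size; some results filed as inactive show a strong effect at the top dose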
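Yeast FUS proteinopathy model; galactose-induced FUS (2%), starting OD 0.005. Cpds in dilution series, 24hr, 30C, 99% humidity. Abs 600 nm growth. Pos ctrl CP55940 (top 92uM final); neg ctrl DMSO.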
Numbers without * were called inactive; i = inactive; ? = inconclusive; / = not tested or not shown; [ ] = dose if it differs, or a comment. The call rests on the fitted dose curve; in most records, active means well fitted curve in the direction sought with a large enough effect; inconclusive means small, poorly fitted or top-dose-only effect, or another doubt; inactive means no such curve, though single readings can be large; an effect the other way counts as inactive or inconclusive. Potency means the concentration at half of the fitted maximal effect. A portion of the library; the hit share may differ from the screen's.

Preview, 2 compounds:
Fields: PTHR1 ag | aSyn yeast inh | EPAC2 agonist | TDP-43 yeast inh | EPAC2 antagonist | EPAC1 agonist | EPAC1 antag | FUS yeast rescue
C=CCn1c(SCCOc2ccc(OC)cc2)nnc1C(CO)NC(=O)c1ccc(OC)cc1 (stereo not drawn)
  i | -1.5% | 11.6% | -5.7% | -0.6% | 1.8% | 0.3% | 11.5%
O=C(OCc1c(Cl)cccc1Cl)c1cccnc1
  -3.0% | 4.6% | 7.7% | ? | 1.0% | -1.0% | -4.2% | 4.6%

The listing, from the start:
Fields: PTHR1 ag | aSyn yeast inh | EPAC2 agonist | TDP-43 yeast inh | EPAC2 antagonist | EPAC1 agonist | EPAC1 antag | FUS yeast rescue
C=CCn1c(SCCOc2ccc(OC)cc2)nnc1C(CO)NC(=O)c1ccc(OC)cc1 (stereo not drawn)
  i | -1.5% | 11.6% | -5.7% | -0.6% | 1.8% | 0.3% | 11.5%
O=C(OCc1c(Cl)cccc1Cl)c1cccnc1
  -3.0% | 4.6% | 7.7% | ? | 1.0% | -1.0% | -4.2% | 4.6%
O=C(CCCCCN1C(=O)[C@@H]2Cc3ccccc3CN2C1=O)NCCc1ccccc1
  -0.7% | 9.5% | 6.2% | 19.4% | -5.3% | 7.8% | 4.9% | 11.6%
COc1ccc(-c2cc3ncc(C(C)=O)c(C)n3n2)cc1
  i | -2.9% | 10.2% | 8.6% | 7.0% | -9.6% | -22.5% | -27.7%
O=C(CCNC(=O)Cn1ccc2ccccc2c1=O)NCCCN1CCN(c2ccccc2F)CC1
  -10.9% | -5.9% | -0.4% | -12.7% | -0.9% | 5.0% | -24.8% | 12.1%
CCC(CC)C(=O)c1c[nH]c(C(=O)NCc2ccccn2)c1
  i | 6.3% | 0.9% | -25.1% | 19.0% | -10.5% | -5.4% | 9.3%
CCOc1ccc(-n2nc(C(=O)NC3CCCCC3)c3ccccc3c2=O)cc1
  -42.7% | 1.2% | -1.9% | 16.6% | 0.0% | -0.2% | 16.4% | -7.3%
Cc1ccc2sc(NC(=O)CN3C(=O)c4ccccc4C3=O)nc2c1C
  -18.3% | 1.0% | 4.5% | 0.0% | 2.9% | -11.6% | -5.0% | -9.7%
CC(=O)Nc1ccc(NC(=O)c2cccc(C(=O)OC(C)C)n2)cc1
  -17.5%[57.5 µM] | 3.4% | 4.8% | 19.4% | -1.3% | 19.1% | -14.5% | 8.7%
CCOc1ccc(S(=O)(=O)N2CCC(C(=O)N3CCCCCC3)CC2)cc1Cl
  -64.1%[inhibitor] | -11.4% | 4.7% | 4.8% | -10.1% | -3.3% | -10.2% | /
Cc1ccc(S(=O)(=O)Cc2ccc([N+](=O)[O-])cc2)cc1
  -4.2% | 3.4% | -0.3% | 10.6% | -1.4% | 0.3% | -4.8% | -16.8%
OC[C@@H]1[C@@H](c2ccccc2)C(c2cccc(Cl)c2)=NN1c1ccccc1
  -12.1% | -69.1%[inhibitor] | 6.4% | -79.6%[inhibitor] | -8.5% | -9.8% | -14.5% | ?
Cc1ccc(C)c(S(=O)(=O)N2CCN(C(=O)c3cncc(Br)c3)CC2)c1
  i | -4.7% | 4.3% | 27.9% | 5.5% | -6.3% | -0.5% | 11.7%
C[C@H]1CN([C@@H](C)CO)C(=O)CCCn2nncc2CO[C@H]1CN(C)C(=O)Nc1ccccc1
  -8.7% | -1.3% | 3.4% | 8.4% | -0.9% | -6.0% | 0.8% | -26.7%
CCOc1ccccc1Nc1nnc(SCC(=O)NCC2CCCO2)s1 (stereo not drawn)
  -4.8% | 5.8% | -2.0% | -16.1% | -5.7% | 3.2% | -5.5% | 11.1%
O=C(CCCC(=O)OCC(F)(F)C(F)F)Nc1nccs1
  -22.5% | -0.9% | 2.1% | -2.9% | -0.5% | 1.8% | -2.1% | -8.5%
C=CCc1c(OC)ccc2ccc(=O)oc12
  -13.4%[57.5 µM] | 5.1% | -9.9% | 4.9% | -2.0% | 12.8% | -9.4% | -1.2%
Cc1occc1-c1nnc(SCC(=O)c2ccc(Cl)cc2)n1CC1CCCO1 (stereo not drawn)
  i | 5.8% | -8.4% | 0.8% | 4.9% | -4.0% | 6.7% | 2.1%
c1ccc2c(C3OCC4(CCCCC4)CO3)cccc2c1
  i | -12.4% | 2.6% | 18.3% | -5.0% | 2.9% | 5.5% | -22.4%
Cc1ccccc1SCC(=O)NCC(c1ccc(F)cc1)N1CCOCC1 (stereo not drawn)
  -23.7% | 0.9% | 5.4% | 13.4% | -12.9% | 9.2% | -1.2% | -6.0%
COc1ccc(CC(=O)Nc2cccc(-c3nnc(-c4ccc(C)cc4)o3)c2)cc1OC
  -82.0%[inhibitor][57.5 µM] | -22.4% | -7.2% | -11.8% | -0.7% | 15.3% | 4.5% | 32.1%
Cc1ccc(NC(=O)CCNS(=O)(=O)c2ccccc2F)cc1S(=O)(=O)N1CCOCC1
  -14.0% | 8.3% | -2.6% | 5.9% | 6.0% | 7.4% | 5.2% | -0.1%
COCc1c(C(=O)OCC(=O)c2ccc[nH]2)oc2ccccc12
  i | -21.0% | -0.5% | -18.8% | -16.1% | 6.5% | -3.8% | -10.3%
COC(=O)c1cnn2c(C(F)(F)F)cc(-c3ccccc3)nc12
  -6.7%[57.5 µM] | -1.8% | 0.5% | -22.7% | 17.8% | -0.1% | 14.4% | 35.0%
CC[N+]1(C)CC2CCC(C)(C1)C2(C)C (stereo not drawn)
  i | -1.8% | 5.7% | -10.0% | 3.5% | 6.1% | 11.7% | -30.0%
COc1cc(NC(=O)c2ccccc2[N+](=O)[O-])ccc1NC(=O)C(C)C
  -23.9% | -8.1% | -4.6% | -20.1% | 3.4% | -3.6% | 20.4% | -10.1%
CCCCN1C(=O)C(CC(=O)NC(c2ccccc2)c2ccccc2)CC(C(=O)N2CCOCC2)=C1C (stereo not drawn)
  i | 1.7% | 5.8% | 8.8% | 3.2% | 1.9% | 1.3% | 5.5%
CCOC(=O)C1CCCN(CCC(=O)Nc2ccc(F)c(F)c2)C1 (stereo not drawn)
  i | -6.8% | 3.5% | -11.2% | 0.5% | 0.5% | 4.6% | -1.8%
CN1C=CC=C/C1=C1\SC(=S)N(c2ccccc2)C1=O
  -1.4% | -3.7% | 5.9% | -2.5% | -6.6% | -0.4% | -24.8% | -1.2%
O=C(Nc1cccc(Cl)c1)N1CCCCCC1
  i | 1.6% | 13.5% | 27.0% | 6.7% | 1.4% | -5.5% | 7.3%
Cc1cc(C)n(-c2nc(NCc3cccnc3)c3c4c(sc3n2)COC(C)(C)C4)n1
  -1.8% | -7.1% | -3.7% | 22.0% | -1.3% | -2.0% | -7.7% | 10.4%
CN(Cc1ccc(O)cc1)C1CCCCC1
  -12.1%[57.5 µM] | -3.1% | 5.1% | -2.1% | 7.0% | -1.7% | 2.3% | 11.5%
COc1ccc(N)c2c1C(=O)c1ccccc1C2=O
  -4.2% | -46.5%[inhibitor] | -3.0% | -67.9%[inhibitor] | -17.7% | -3.2% | 2.7% | 6.0%
O=C(Nc1cccc(O)c1)c1ccc(NC(=O)C2CCCO2)cc1 (stereo not drawn)
  i | -11.7% | 7.4% | -19.3% | 1.8% | 0.0% | -16.9% | 14.1%
CCN(CC)CC1(O)CCN(C(=O)c2ccc(Cl)c(Cl)c2)CC1
  -4.2% | 2.0% | 5.9% | -1.0% | 1.4% | 0.4% | -7.6% | -15.3%
NC(=O)c1nsc(C(=O)N(CC(=O)NC2CCCCC2)c2cccc(F)c2)c1N
  -2.4% | -0.3% | 3.3% | -16.7% | 63.3%[activator] | 4.1% | 15.3% | ?
O=C(N/N=C/c1ccc([N+](=O)[O-])o1)c1cc2ccccc2o1
  -7.3% | 1.2% | 6.3% | 15.2% | -1.7% | -1.9% | -25.1% | -14.9%
O=C(/C=N/O)Nc1ccccc1
  26.5%[57.5 µM] | 4.0% | 5.8% | 4.1% | 5.8% | 0.0% | 0.0% | -8.0%
COc1ccc(C(=O)COc2ccc(F)cc2)c(O)c1C
  i | 2.6% | -3.8% | 21.0% | 3.5% | -8.4% | 11.4% | -6.2%
O=C(/C=C/c1ccc2ccccc2n1)c1cc(Cl)ccc1O
  -17.8% | 9.2% | 9.6% | 22.5% | -3.3% | 8.2% | -5.2% | 2.1%
COc1cccc(C2CC(c3cccs3)=NN2C(=O)CCC(=O)O)c1OC (stereo not drawn)
  -0.4% | 16.4% | 2.4% | -8.5%[1.82 µM] | 3.0% | -5.6% | -2.4% | 11.0%
CCNc1nc(SCCOc2ccc(Cl)cc2Cl)nc(N(C)C)n1
  -27.2% | -16.9% | 3.8% | ? | -3.2% | 2.7% | -8.9% | -16.2%
O=C(CNCc1cccs1)Nc1ccc(N2CCCCCC2)cc1
  i | -4.7% | 12.3% | -15.6% | -5.5% | -4.8% | -5.9% | -5.2%
COC(c1ccccc1)c1nnc(CCC(=O)NC2CCCCC2)o1 (stereo not drawn)
  -7.9% | -7.4% | 0.9% | -7.3%[0.397 µM] | -0.2% | 0.5% | 5.7% | -4.6%
Cc1ccc(NC(=O)c2cc(N3C(=O)C=CC3=O)ccc2N2CCOCC2)cc1
  -77.2%[inhibitor] | -83.0%[inhibitor] | -3.4% | ? | -23.3% | -22.3% | -4.3% | 27.1%
CCOC(=O)c1ccc(-n2[nH]c(-c3ccccc3)cc2=O)cc1
  -24.9% | -59.8%[inhibitor] | 4.1% | 25.5% | 2.1% | 2.8% | -3.4% | ?
CC(C)c1ccc(NC(=O)c2sccc2-n2cccc2)cc1
  i | 3.6% | -3.4% | 14.2% | -17.0% | -6.2% | 3.1% | ?
CCCNS(=O)(=O)c1ccc(OCC(=O)Nc2ccc3c(c2)OCO3)cc1
  -6.7% | -2.5% | 10.0% | -2.5% | -2.5% | -1.2% | -26.9% | -2.0%
Cc1ccc(C(=O)NCCNc2nc3cc(C)c(C)cc3cc2C)cc1
  i | -14.8% | -4.8% | -2.3%[0.397 µM] | 0.3% | 6.2% | -2.7% | 9.7%
